Bioassay records deposited in PubChem by several laboratories.
VLA-4 inh – inhibition in a human VLA-4 binding assay; P13612; VLA-4 expressing cells, ligand binding flow cytometry; inhibition, % (about 7 µM as worked out from the volumes in the protocol); 0.2% of 330,000 active; AID 2557; in the data active = inhibition above about 50%
GLD-1 TGE inh – GLD-1-TGE RNA interaction inhibition (C. elegans). Q17339. purified GLD-1 + fluorescein TGE RNA, fluorescence polarization. inhibition, % at 5.96 µM. 0.44% of 320,000 active. AID 2280;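 active = percent inhibition above a per-plate cutoff, the plate mean of test compounds plus 3 SD, cut at about 30% in these data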;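 also: 0% = DMSO wells with GLD-1 and probe and 100% = wells lacking GLD-1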
BCLXL inh – blocks human Bcl-xL binding to Bim BH3 peptide; Q07817; GST-Bcl-xL / FITC-Bim BH3 peptide fluorescence polarization; inhibition, % at 10.9 µM; 0.7% of 320,000 active;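 active = inhibition above the mean of all tested compounds plus 3 SD, cutoff set per campaign, cut at about 30% in these data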;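 also: 0% = DMSO wells and 100% = unlabeled Bim-BH3 peptide competitor; inhibitors lower millipolarization by displacing the labeled peptide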
Target sequence (Q07817 whole entry, looked up): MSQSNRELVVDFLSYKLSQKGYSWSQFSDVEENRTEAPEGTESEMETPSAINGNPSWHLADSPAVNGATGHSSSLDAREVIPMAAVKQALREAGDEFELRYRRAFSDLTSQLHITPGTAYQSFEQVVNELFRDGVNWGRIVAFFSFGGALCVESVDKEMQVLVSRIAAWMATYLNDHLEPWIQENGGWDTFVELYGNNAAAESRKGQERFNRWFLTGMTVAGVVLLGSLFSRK
AGP1 TOR yeast – modulators of TOR pathway AGP1-GFP in S. cerevisiae; S. cerevisiae AGP1-GFP multiplex flow cytometry, 3 h; GFP as percent of DMSO wells; GFP response vs DMSO, % at 10 µM; 0.02% of 320,000 active; AID 2066;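 active = GFP response relative to DMSO above a set limit, near screen average plus 3 SD, cut at about 150% in these data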;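 also: median GFP channel fluorescence of the gated AGP1 strain per well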
MCL1-BIM inh – MCL1-BIM-BH3 interaction inhibition (human); GST-MCL1 / FITC-Bim-BH3 fluorescence polarization; inhibition, % at 10.9 µM; 0.68% of 320,000 active; AID 2057;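 active = inhibition above the mean inhibition of all tested compounds plus 3 SD, set per campaign, cut at about 40% in these data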;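 also: 0% = DMSO wells and 100% = unlabeled Bim-BH3 peptide control; higher means more loss of mP so more displacement of Bim peptide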
Target sequence (Q07820 whole entry, looked up): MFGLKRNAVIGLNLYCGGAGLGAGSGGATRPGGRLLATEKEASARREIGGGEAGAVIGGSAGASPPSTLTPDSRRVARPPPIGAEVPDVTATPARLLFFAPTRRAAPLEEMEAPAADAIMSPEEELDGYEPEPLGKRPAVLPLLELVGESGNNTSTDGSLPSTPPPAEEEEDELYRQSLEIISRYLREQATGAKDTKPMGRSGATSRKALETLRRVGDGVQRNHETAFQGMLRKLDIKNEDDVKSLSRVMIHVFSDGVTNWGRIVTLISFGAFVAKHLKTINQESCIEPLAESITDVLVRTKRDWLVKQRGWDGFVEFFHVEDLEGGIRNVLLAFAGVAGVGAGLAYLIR
GRK2 aptamer HTS – blocks RNA aptamer binding to human GRK2; bead flow cytometry, FAM-aptamer displacement from GRK2; inhibition of aptamer binding, % at 10 µM; P25098; 0.59% of 330,000 active;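 active = inhibition of aptamer binding above 40%, roughly 3 SD of noise, on plates passing a quality check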;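 also: median bead fluorescence of bound FAM aptamer so fluorescent compounds give negative values; no value below 0 was filed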
MEX-5 binding – C. elegans MEX-5 TCR-2 RNA binding activity. Q9XUB2. MEX-5/FITC-TCR2 RNA binding, fluorescence polarization; hits give low values. activity score (negative = inhibition of binding), % at 10 µM. 0.38% of 300,000 active;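 active = inhibition past about -25% in most replicates, and total fluorescence under double the plate's negative control median, limit read from the data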;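 also: 0% = DMSO and -100% = 5 µM competing unlabeled TCR2 RNA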
Target sequence (Q9XUB2 whole entry, looked up): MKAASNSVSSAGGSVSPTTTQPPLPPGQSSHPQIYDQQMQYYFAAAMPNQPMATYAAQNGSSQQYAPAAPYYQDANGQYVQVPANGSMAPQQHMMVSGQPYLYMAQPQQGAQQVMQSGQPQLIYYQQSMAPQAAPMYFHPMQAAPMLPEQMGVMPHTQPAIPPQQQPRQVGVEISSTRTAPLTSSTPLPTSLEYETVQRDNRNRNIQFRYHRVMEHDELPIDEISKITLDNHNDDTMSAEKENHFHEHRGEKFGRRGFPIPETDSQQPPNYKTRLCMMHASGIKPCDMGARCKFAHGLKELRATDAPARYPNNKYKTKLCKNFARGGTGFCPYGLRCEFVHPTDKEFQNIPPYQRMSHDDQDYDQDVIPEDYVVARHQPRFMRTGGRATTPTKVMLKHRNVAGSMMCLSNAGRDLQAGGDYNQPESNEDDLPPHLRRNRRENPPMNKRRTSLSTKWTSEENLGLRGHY
CIT2 TOR yeast – yeast TOR pathway CIT2-GFP modulation. 0.065% of 320,000 active. GFP response vs DMSO, % at 10 µM. S. cerevisiae CIT2-GFP strain, flow cytometry, 3 h; 100 means same as DMSO wells. AID 2029;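 active = GFP response relative to DMSO above a set limit, near the screen mean plus 3 SD, cut at about 150% in these data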;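 also: ratio of well median GFP fluorescence to mean of DMSO wells on the plate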
Fam108B counter – blocks mouse Fam108B hydrolase in RBBP9 counter-screen. inhibition, % at 9.51 µM. 0.33% of 300,000 active. recombinant Fam108B, FP-Rh probe fluorescence polarization;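 active = inhibition above the screen mean inhibition plus 3 SD, computed separately per campaign, cut at about 18% in these data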;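 also: inhibitors lower polarization as less probe binds the enzyme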
Numbers without * were called inactive; nt = no result given; [ ] = another dose, or the depositor's remark.

SMILES | VLA-4 inh | GLD-1 TGE inh | BCLXL inh | AGP1 TOR yeast | MCL1-BIM inh | GRK2 aptamer HTS | MEX-5 binding | CIT2 TOR yeast | Fam108B counter
Cc1cc(C)cc(N(CC(=O)Nc2ccccc2-c2ccccc2)S(=O)(=O)c2ccccc2)c1 | -14 | 0 | 2 | 97 | 1 | 0 | 1.7 | 100 | -6
COC(=O)c1cc2nc(-c3ccc(C)cc3)cc(C(F)(F)F)n2n1 | 5 | 0 | 1 | 94 | 0 | 0 | -0.9 | 94 | 2
O=C(NCc1ccncc1)c1c(F)c(F)c(F)c(F)c1F | 2 | -9 | -3 | 88 | 1 | 0 | 3.3 | 87 | -3
O=C(NN=C1CCCC1)c1[nH]c2ccc(Br)cc2c1-c1ccccc1 | -12 | 3 | 0 | 96 | 0 | 0 | nt | 91 | 0
O=C(NCCN1CCCC1)c1ccc(Cl)cc1 | -5 | 4 | 3 | 102 | 12 | 0 | 1.2 | 102 | 3
CN(C)CCNC(=O)c1cc2c(=O)n(C)c3ccccc3c2n1C | -12 | 7 | 5 | 97 | 8 | 2 | -2.1 | 102 | 3
CCOC(CCNC(=O)c1cn(C)c(=O)c2c1c1ccccc1n2C)OCC | -7 | -1 | 4 | 97 | 0 | 0 | 1.4 | 106 | 0
Cc1cc(/C=C2\NC(=O)N(Cc3ccc(Cl)cc3)C2=O)c(C)n1C | 16 | 6 | 3 | 93 | 0 | 0 | nt | 98 | 3
COc1ccccc1/C=C1/SC(=O)N(CCC(=O)Nc2ccc(S(=O)(=O)Nc3nccs3)cc2)C1=O | 22 | 1 | 10 | 102 | 2 | 4 | 0.7 | 105 | 10
O=C(Cn1cnc2c(nnn2Cc2ccccc2)c1=O)c1ccccc1 | -21 | -2 | 2 | 94 | 2 | 6 | 3.3 | 95 | -2
O=C(CSc1ccc(-c2ccco2)nn1)c1ccc(F)cc1 | -5 | 4 | 11 | 88 | 23 | 1 | -5.3 | 86 | 4
CN1CCC(=C(c2ccccc2)c2ccc(Br)cc2)CC1 | 14 | 0 | 5 | 102 | 5 | 0 | 1.4 | 90 | 1
COc1ccccc1NC(=S)NC(=O)CC(C)C | 8 | 3 | 0 | 101 | 12 | 0 | -2.9 | 98 | 5
O=C(NCC(c1cccnc1)N1CCOCC1)c1cccc(Cl)c1 (stereo unspecified) | -18 | 5 | 0 | 104 | 0 | 0 | -0.7 | 105 | 2
COc1ccc(CN2C(=O)c3oc4ccccc4c(=O)c3C2c2ccc(O)c(OC)c2)cc1 (stereo unspecified) | nt | -5 | -5 | 95 | -2 | 0 | -1.3 | 89 | -1
CCOC(=O)c1c(CSc2ccsc2)n(C)c2cc(Br)c(O)c(CN(C)C)c12 | 14 | 15 | 12 | 100 | 13 | 1 | 3.4 | 98 | 4
CC(C)CCOP(=O)(c1ccc(N(C)C)cc1)C(O)c1ccc(N(C)C)cc1 (stereo unspecified) | 3 | -2 | 8 | 98 | 8 | 0 | -1.3 | 100 | 1
COc1ccc(C(=O)C[n+]2cccc(C)c2)cc1 | 14 | 1 | -1 | 99 | -5 | 0 | 0.2 | 88 | 1
Fc1ccccc1Oc1nc(-c2ccncc2)nc2ccccc12 | 26 | 4 | 4 | 89 | 5 | 0 | -1.1 | 85 | -1
Cc1ccc(S(=O)(=O)NCCC(=O)NCC(c2cccs2)N2CCOCC2)cc1 (stereo unspecified) | 29 | 2 | 3 | 94 | -5 | 0 | 1.6 | 93 | -2
O=C(NCc1n[nH]c(=S)n1-c1ccc(F)cc1)c1ccc(S(=O)(=O)N2CCOCC2)cc1 | 0 | -1 | -9 | 100 | -3 | 0 | 0.5 | 101 | -1
Cc1ccc(C(=O)CSc2n[nH]c(C)n2)cc1 | -1 | -1 | 5 | 94[may fluoresce red] | 1 | 0 | 0.5 | 97[may fluoresce red] | 1
COc1cccc(C(=O)Oc2ccc3ccc(O)cc3c2)c1 | 7 | 14 | 2 | 94 | -5 | 1 | -1.6 | 93 | 3
Cn1c(=O)n(CC(=O)NCC2CCCO2)c(=O)c2c3c(sc21)CCCC3 (stereo unspecified) | 7 | 0 | 0 | 102 | -1 | 1 | 0.2 | 113 | 1
O=C(N/N=C/c1c(-c2ccccc2)[nH]c2ccccc12)c1cccnc1 | 19 | 5 | 3 | 87 | -3 | 3 | 0.5 | 87 | 6
CC(C)NS(=O)(=O)c1ccc(CCC(=O)NCc2ccccn2)cc1 | -1 | 5 | 9 | 95 | 11 | 4 | -0.7 | 103 | -2
Cc1ccc(N(CCCCN2C(=O)c3ccccc3C2=O)C(=O)c2cccc([N+](=O)[O-])c2)cc1 | -10 | 3 | 6 | 91 | 7 | 3 | 0.6 | 97 | 0
CCCCN(CC)CCCNC(=O)c1ccc(CSc2nc3ccncc3[nH]2)cc1 | -10 | -4 | 1 | 100 | 0 | 0 | 1.0 | 107 | 10
COc1ccc(Cc2nnc(NC(=O)C3CCN(C(=O)c4ccco4)CC3)s2)cc1 | 13 | 1 | 2 | 91 | 5 | 0 | -0.1 | 100 | 2
CC(=O)c1sc(NC(=O)c2c(F)cccc2F)nc1C | -2 | 6 | 4 | 81 | 8 | 0 | 0.7 | 84 | -3
COc1ccc2c(c1)c1c3n2CCN(C)C3=NCC1 | -2 | 0 | 10 | 90 | 10 | 0 | -0.6 | 97 | 6
N#Cc1cc([N+](=O)[O-])ccc1NCC1CCCO1 (stereo unspecified) | 8 | 2 | 8 | 101 | 8 | 3 | 0.9 | 98 | 0
c1ccc(NCC2OCc3ccccc3CO2)cc1 | 1 | 8 | 0 | 90 | 0 | 0 | -0.8 | 95 | -8
COC(=O)c1ccc(N(CC(=O)NCC2CCCO2)C(=O)CCC(=O)Nc2cc(C)on2)cc1 (stereo unspecified) | 5 | 11 | 1 | 105 | 0 | 3 | 1.2 | 108 | -4
C=CCc1ccc(OCC(O)CO)c(OC)c1 (stereo unspecified) | 27 | 4 | 10 | 101 | 17 | 0 | -2.3 | 106 | -1
Cc1nn(C)c(C)c1NS(=O)(=O)c1ccccc1 | 14 | 4 | 2 | 100 | -1 | 0 | 2.0 | 102 | -1
COC(=O)CC1(C(=O)OC)Oc2ccc(Br)cc2C(=O)N1c1cc(Cl)c(Cl)cc1Cl (stereo unspecified) | 10 | 8 | 4 | 104 | 4 | 0 | 0.7 | 96 | -2
O=C(O)CCCN1C(=O)C2C3CC(C2C1=O)C1C(c2ccccc2)c2sc(=O)n(-c4ccccc4)c2SC31 (stereo unspecified) | -2 | -10 | -3 | 98 | -8 | 2 | -1.1 | 101 | -6
CN(C)c1nc(Cl)nc(N(C#N)CCOc2ccccc2)n1 | 25 | 3 | 5 | 83 | -1 | 4 | -0.7 | 96 | -1
NC(=O)C1CCCN(C(=O)c2ccc(Cl)cc2)C1 (stereo unspecified) | -2 | 4 | 3 | 105 | 4 | 0 | -2.8 | 100 | -2
O=C(O)CCc1ccc(-c2ccccc2)o1 | 1 | 5 | 10 | 84 | 9 | 6 | 1.3 | 73 | 0
CC(C)(C)OC(=O)C[C@H]1C/C=C\C[C@@H](CC(=O)N[C@@H](CO)Cc2ccccc2)C(=O)N2CCC[C@H]2COC1=O | 2 | 10 | nt | 98 | nt | 4 | nt | 104 | nt
NNC(=O)c1cc2cc(Oc3ccccc3)ccc2[nH]1 | 15 | 0 | -1 | 99 | 1 | 0 | 1.5 | 101 | -22
CC(Cc1ccccc1)NC(=O)CC(c1ccccc1)c1ccccc1O (stereo unspecified) | 14 | 2 | 6 | 103 | 0 | 0 | -1.3 | 100 | -1
CN1C(=O)CC(c2ccco2)Sc2ccccc21 (stereo unspecified) | 5 | 5 | 2 | 103 | 8 | 1 | -1.3 | 105 | 0
CCNC(=O)c1ccc(N(C)S(=O)(=O)c2cccs2)cc1 | 9 | -1 | 3 | 95 | 1 | 7 | 1.2 | 92 | -2
COc1ccc(-c2ccc(CCC(=O)O)n2CC(=O)Nc2cccc(OC)c2)cc1 | 0 | 3 | 2 | 110 | -1 | 0 | 1.6 | 102 | -1
Cc1nnc(SCC(=O)c2ccc(Cl)cc2)s1 | 5 | 0 | -9 | 87 | -10 | 0 | -1.0 | 87 | 0
Oc1cccnc1Sc1cccc(C(F)(F)F)c1 | 4 | 2 | 7 | 97 | 9 | 2 | 0.8 | 96 | 2
Cc1cc(NC(=O)COC(=O)C(Cc2ccccc2)NC(=O)c2ccco2)no1 (stereo unspecified) | 10 | -4 | -1 | 98 | -5 | 2 | nt | 100 | -1
Oc1ccc(/C=N/Nc2cccc(Cl)n2)c(O)c1 | 2 | 0 | 7 | 91 | 11 | 1 | 1.2 | 97 | 14
CCNC(=O)CC1C(=O)N(c2ccc(F)cc2)C(=O)N1Cc1ccccn1 (stereo unspecified) | 11 | 0 | 0 | 103 | -1 | 2 | 1.0 | 97 | 0
C=CCNCCCCOc1ccc(OCC)cc1 | 12 | 2 | 7 | 104 | 8 | 2 | 2.5 | 110 | 2
CCc1nc(SCC(=O)O)c2c3c(sc2n1)COC(C)(C)C3 | 1 | nt | nt | 97 | nt | 0 | 4.9 | 99 | nt
CCOC(=O)C(=NCCCN1CCOCC1)NNc1cccc(C(F)(F)F)c1 | 26 | 2 | 4 | 101 | 4 | 1 | 0.3 | 111 | 3
Cn1ccs/c1=N\C(=O)Nc1cccc(Cl)c1 | 1 | 6 | 2 | 94 | -6 | 0 | 0.7 | 99 | -1
COC(=O)C(Cc1ccc(OC(=O)c2ccccc2Cl)cc1)N1Cc2ccccc2C1=O (stereo unspecified) | -4 | 8 | 5 | 96 | 1 | 0 | 0.9 | 95 | -8
O=C(OCC(=O)N1CCOCC1)c1cc(F)c(F)cc1Cl | 5 | 2 | 2 | 104 | -2 | 0 | -0.6 | 104 | 2
COn1c(SCc2cccc(Cl)c2)nc2ccccc2c1=O | 0 | 9 | 0 | 91 | 0 | 3 | 1.0 | 89 | -3
C=CCNC(=S)NNC(=O)c1csc(C)c1CC | 4 | 7 | 2 | 97 | 7 | 1 | 0.5 | 100 | 2

Single records (already shown):
CCNC(=O)CC1C(=O)N(c2ccc(F)cc2)C(=O)N1Cc1ccccn1 (stereo unspecified) is entered as VLA-4 inh: 11; GLD-1 TGE inh: 0; BCLXL inh: 0; AGP1 TOR yeast: 103; MCL1-BIM inh: -1; GRK2 aptamer HTS: 2; MEX-5 binding: 1.0; CIT2 TOR yeast: 97; Fam108B counter: 0
Oc1ccc(/C=N/Nc2cccc(Cl)n2)c(O)c1 is entered as VLA-4 inh: 2; GLD-1 TGE inh: 0; BCLXL inh: 7; AGP1 TOR yeast: 91; MCL1-BIM inh: 11; GRK2 aptamer HTS: 1; MEX-5 binding: 1.2; CIT2 TOR yeast: 97; Fam108B counter: 14

Next part
SMILES | VLA-4 inh | GLD-1 TGE inh | BCLXL inh | AGP1 TOR yeast | MCL1-BIM inh | GRK2 aptamer HTS | MEX-5 binding | CIT2 TOR yeast | Fam108B counter
CCCCC(=O)Nc1nn(CC)c2nc3c(C)cccc3cc12 | 1 | 0 | 6 | 107 | 4 | 6 | -1.1 | 109 | 2
CCN(CC)S(=O)(=O)c1cccc(C(=O)NCC(c2ccccc2)N(C)C)c1 (stereo unspecified) | -2 | -1 | 9 | 121 | 10 | 1 | 0.7 | 79 | 3
O=C(COC(=O)c1ccccc1C(=O)c1ccc(Cl)c([N+](=O)[O-])c1)NC1CCCCCC1 | 62* | -2 | -3 | 98 | -1 | 1 | 2.0 | 100 | 1
Nc1ccccc1NC(=O)c1ccccc1 | 4 | 0 | -2 | 91 | 0 | 4 | -1.9 | 83 | 0
CC(C)(C)NC(=O)COc1ccc(-c2ccccc2)cc1 | 9 | 5 | 2 | 87 | 1 | 1 | -1.3 | 95 | 0
